GLS inh – qHTS for Inhibitors of Glutaminase (GLS); Glutaminase kidney isoform, mitochondrial (Homo sapiens), O94925; GLS enzymatic activity, qHTS titration; Potency, µM (series often up to 45.5 µM), for inactives: top-dose activity change, negative = inhibition, usual class: inhibitors; 410,000 tested, 0.21% active; also: potency is read from the fitted curve at half-maximal effect; % is scaled to controls: 0 for no effect and ±100 for the full control effect
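Enzyme dispensed in phosphate buffer (45 mM, pH 8.2, 0.02% Tween-20), compounds pinned in, then 1 mM L-glutamine solution and the glutamate oxidase–HRP–Amplex Red mix added; fluorescence read immediately and again after 30 min at room temperature.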
BAZ2B inh – qHTS Assay for Inhibitors of BAZ2B. Bromodomain adjacent to zinc finger domain protein 2B (Homo sapiens), Q9UIF8. AlphaScreen BAZ2B-H3K14Ac peptide displacement. Potency, µM (highest dose often 114 µM), inactives show at the highest dose activity change, negative = inhibition, usual class: inhibitors. 360,000 tested, 4.4% active. AID 504333, 2011; also: potency is read from the fitted curve at half-maximal effect; % is scaled to controls: 0 for no effect and ±100 for the full control effect; nearly all actives have a fitted effect of over 60% in size
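Complex of BAZ2B and biotin-H3K14Ac (50 nM apiece) forms over 30 min at RT, then faces library compounds up to 110 uM for another 30 min; AlphaScreen beads added, 20 min dark incubation, luminescence read.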
PGK inhibitor – qHTS Assay to Find Inhibitors of Phosphoglycerate Kinase; Phosphoglycerate kinase, glycosomal (Trypanosoma brucei brucei), P07378; PGK/GAPDH coupled, Kinase-Glo luminescence, 60 min; Potency, µM (series often up to 57.5 µM), for inactives: at the highest dose activity change, negative = inhibition, hits mostly inhibitors; 380,000 tested, 0.043% active; AID 602233, 2012; also: potency is read from the fitted curve at half-maximal effect; % is scaled to controls: 0 for no effect and ±100 for the full control effect; nearly all actives have a fitted effect of over 60% in size
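Luminescent ATP detection (Kinase-Glo Plus) follows a 60-minute room-temperature incubation, with wells lacking PGK as controls. Buffer: 100 mM TEA (pH 7.6), 5 mM MgCl2, 0.01% Tween-20. Coupling enzyme GAPDH (100 nM final) supplies unstable 1,3-BPG in-well.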
HP1b binding inh – HTS for Inhibitors of HP1-beta Chromodomain Interactions with Methylated Histone Tails. Chromobox protein homolog 1 (Homo sapiens), P83916. AlphaScreen HP1-beta / biotin-H3K9me3 peptide binding. Potency, µM (titrated, usually from 114 µM), without a hit: top-dose activity change, negative = inhibition, usual class: inhibitors. 390,000 tested, 0.56% active. AID 540317, 2011; also: potency is read from the fitted curve at half-maximal effect; nearly all actives have a fitted effect of over 70% in size; inactives centre near 23
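AlphaScreen: HP1-beta (50 nM) preformed 30 min with biotin-H3(1-18)K9me3 peptide (50 nM) in PBS pH 7.4, 0.01% Tween-20. Compound added for 30 min at RT, then streptavidin donor/nickel chelate acceptor beads (10 ug/mL) for 30 min.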
Pin1 inh – qHTS Assay to Find Inhibitors of Pin1; Potency, µM (highest dose often 115 µM), for the others: at the highest dose activity, negative = inhibition, most hits filed as inhibitors; 390,000 tested, 0.009% active; AID 504891, 2011; Pin1 FP peptide displacement, HiFluor488, 10 min; active = well fitted inhibition curve with a large enough effect in the polarisation, with a control signal flat, not every such curve was filed as active; inconclusive = small, poorly fitted or top-dose-only effect, or effect the other way, or a change in a side signal; inactive = no such curve, though single readings can be large or run the other way; the % refers to the polarisation; also: potency is read from the fitted curve at half-maximal effect; % is scaled to controls: 0 for no effect and ±100 for the full control effect
G9a block – qHTS Assay for Inhibitors of Histone Lysine Methyltransferase G9a. Histone-lysine N-methyltransferase EHMT2 (Homo sapiens), Q96KQ7. G9a H3K9 monomethylation, AlphaScreen, 2 h. AID 504332, 2011. 350,000 tested, 8.8% active. Potency, µM (titrated, usually from 102 µM), without a hit: at the highest dose activity, negative = inhibition, actives largely listed as inhibitors; also: potency is read from the fitted curve at half-maximal effect; % is scaled to controls: 0 for no effect and ±100 for the full control effect; nearly all actives have a fitted effect of over 75% in size
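G9a (20 nM) preincubated 15 min RT with compounds, then 500 nM biotinylated H3K9 peptide and 20 uM SAM added; 2 h RT reaction. Monomethyl-H3K9 product detected by AlphaScreen with anti-H3K9me1 antibody, streptavidin donor and anti-rabbit IgG acceptor beads.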
PI4K2A block – qHTS for small molecular inhibitors of PI4K2A. purified PI4K2A, ADP-Glo luminescence, 1 h; stronger effect = lower value. activity change, negative = inhibition, % at 76.9 µM. 420,000 tested, 0.13% active. AID 1346378, 2018; in the data active = activity change below about -50%; inconclusive = mostly about -30% to -49%;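 also: -100% = wells without enzyme as full effect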
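Compounds are screened against recombinant PI4K2A using PI as substrate and ATP, the latter dispensed at 300 microM. Reactions run one hour at ambient temperature before ADP-Glo detection; full inhibition defined by wells lacking enzyme.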
ERG-DNA inh – qHTS for Small Molecule Inhibitors of the ERG Ets/DNA interaction; Potency, µM (highest dose often 76.9 µM), for inactives: at the top dose FP activity, negative = inhibition, usual class: inhibitors; 370,000 tested, 0.028% active; fluorescence polarization, His-ERG Ets domain / labelled DNA; Transcriptional regulator ERG (Homo sapiens), P11308; active = well fitted inhibition curve with a large enough effect in the polarisation, with a control signal flat; inconclusive = small, poorly fitted or top-dose-only effect, or effect the other way, or a change in a side signal; inactive = no such curve, though single readings can be large or run the other way; the % refers to the polarisation;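 also: polarization taken with two DNA probes labelled with fluorescein and Texas red; potency is read from the fitted curve at half-maximal effect; % of control where 0% means no effect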
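His-tagged ERG Ets domain (1 uM in the protein solution; 300mM KCl, 50mM Tris-HCl, 1mM EDTA, 1mM DTT, pH 7.5) received compound, then a probe mix of 5 nM fluorescein-DNA and 100nM Texas-615-DNA. Fluorescence polarization was read for both dyes.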
JMJD2A Tudor – qHTS Assay for Inhibitors of JMJD2A-Tudor Domain; AlphaScreen JMJD2A-Tudor / H3K4me3 peptide binding; Potency, µM (titrated, usually from 114 µM), for the others: at the highest dose activity change, negative = inhibition, most hits filed as inhibitors; 390,000 tested, 4.4% active; also: potency is read from the fitted curve at half-maximal effect; % is scaled to controls: 0 for no effect and ±100 for the full control effect; nearly all actives have a fitted effect of over 50% in size
Target sequence (O75164 whole entry, looked up, the tested form may be a part): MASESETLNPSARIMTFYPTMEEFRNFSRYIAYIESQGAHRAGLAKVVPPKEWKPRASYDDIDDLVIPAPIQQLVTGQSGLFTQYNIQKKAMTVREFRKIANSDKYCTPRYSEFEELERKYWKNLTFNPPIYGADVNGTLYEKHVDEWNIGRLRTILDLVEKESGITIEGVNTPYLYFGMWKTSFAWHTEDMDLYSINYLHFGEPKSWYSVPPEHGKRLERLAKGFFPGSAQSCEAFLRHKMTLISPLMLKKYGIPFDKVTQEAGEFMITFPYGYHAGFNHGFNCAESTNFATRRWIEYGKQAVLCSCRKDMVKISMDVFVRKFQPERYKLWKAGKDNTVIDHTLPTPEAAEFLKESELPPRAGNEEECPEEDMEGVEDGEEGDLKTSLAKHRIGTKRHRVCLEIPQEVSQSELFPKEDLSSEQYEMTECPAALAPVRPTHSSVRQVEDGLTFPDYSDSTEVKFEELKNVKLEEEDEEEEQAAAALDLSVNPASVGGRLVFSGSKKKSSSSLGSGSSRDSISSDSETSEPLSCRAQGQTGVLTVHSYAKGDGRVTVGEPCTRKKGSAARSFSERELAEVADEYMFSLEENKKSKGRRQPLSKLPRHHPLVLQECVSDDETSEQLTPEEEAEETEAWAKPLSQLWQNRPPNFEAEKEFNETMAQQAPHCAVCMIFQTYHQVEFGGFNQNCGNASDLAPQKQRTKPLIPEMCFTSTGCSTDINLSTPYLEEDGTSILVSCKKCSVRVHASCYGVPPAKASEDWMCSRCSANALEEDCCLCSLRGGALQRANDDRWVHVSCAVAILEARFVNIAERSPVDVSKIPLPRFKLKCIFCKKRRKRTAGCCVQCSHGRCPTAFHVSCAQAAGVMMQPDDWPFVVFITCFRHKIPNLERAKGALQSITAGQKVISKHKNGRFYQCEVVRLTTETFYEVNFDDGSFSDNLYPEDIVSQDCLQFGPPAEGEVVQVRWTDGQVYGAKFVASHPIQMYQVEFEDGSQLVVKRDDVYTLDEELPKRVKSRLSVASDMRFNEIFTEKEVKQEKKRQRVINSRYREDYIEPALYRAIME
Numbers without * were called inactive; ? = inconclusive; . = no result given; [ ] = remark or other dose. Unless noted, calls follow the shape of the dose curve; as a rule, active = well fitted curve in the direction sought with a large enough effect; inconclusive = small, poorly fitted or top-dose-only effect, or another doubt; inactive = no such curve, though single readings can be large; an effect the other way counts as inactive or inconclusive. Compounds as they come (roughly 11% active in at least one column).

no.	SMILES	GLS inh	BAZ2B inh	PGK inhibitor	HP1b binding inh	Pin1 inh	G9a block	PI4K2A block	ERG-DNA inh	JMJD2A Tudor
1	COC(=O)/C(=C1/Oc2ccc(C)cc2S1)C(F)(F)F	0%	1%	.	50%[activator]	3%	16%[59 µM]	2	-3%	-4%
2	Cc1ccccc1OCc1nc2ccccc2n1C	-7%	-5%	-1%	53%[activator]	-1%	7%[0.501 µM]	-2	5%	8%
3	Cc1ccc(S(=O)(=O)N2CCCc3cc(NC(=O)c4ccc(F)c(F)c4)ccc32)cc1	-9%	-18%	-4%	-6%	26%	12%[59 µM]	1	-5%	-23%
4	CC(Sc1nnc(COc2ccc(Cl)cc2)n1-c1ccccc1)C(=O)O (stereo unspecified)	9%	-6%	-13%	21%	6%	1%[0.501 µM]	4	-5%	-15%
5	O=C(CSc1ncnc2c1cnn2CCO)Nc1cccc(C(F)(F)F)c1	-3%	6%	-11%	32%	2%	0%[59 µM]	0	.	-10%
6	CCCCCC1CC(CC(=O)Nc2ccc([N+](=O)[O-])cc2)OC1=O (stereo unspecified)	0%	-15%	-2%	17%	-11%	14%[12.7 µM]	-4	-6%	-6%
7	COC(=O)c1c(NC(=O)CSc2nnnn2-c2ccc3c(c2)OCO3)sc(C)c1C	1%	8%	.	1%	-1%	8%	-4	-9%	-6%
8	COC(=O)c1cc(OC)c(OC)cc1NC(=O)CN1CCOCC1	-3%	3%	-8%	39%	-2%	?	-2	-7%	-11%
9	Cn1c(SCC(=O)Nc2ccc(NC(=O)c3ccccc3F)cc2)nnc1-c1ccncc1	0%	-29%	-3%	24%	44%[activator]	-4%	-4	4%	-30%
10	O=C(NCc1cccc(Cl)c1)c1cc(COc2ccc3ncccc3c2)on1	4%	-2%	7%	41%[activator]	24%	12%	3	1%	-18%
11	Cc1cc(C(=O)NC2CCCCC2C)c2ccccc2n1 (stereo unspecified)	-32%	-8%	-10%	43%[activator]	7%	-2%[0.501 µM]	6	4%	-8%
12	COc1ccc(N2CCN(C(=O)c3noc4c3CCCCC4)CC2)cc1	2%	-14%[57.1 µM]	-4%	-14%	-20%	?	0	-2%	-36%
13	CCOc1ncccc1C(=O)OCC(=O)Nc1c(C)cc(C)cc1C	4%	8%	-7%	50%[activator]	-1%	1%[59 µM]	0	1%	-11%[57.1 µM]
14	COc1ccc(-c2noc(CCN3C(=O)c4ccccc4C3=O)n2)cc1OC	-8%	-5%	4%	42%[activator]	5%	18%[12.7 µM]	-3	6%	-5%
15	CCOc1ccccc1NS(=O)(=O)N(C)C	14%	0%	-4%	13%	-3%	-16%	1	-5%	-10%
16	CCCN1C(=O)c2ccccc2NC1c1ccc(Br)cc1 (stereo unspecified)	25%	-6%	4%	64%[activator]	4%	11%	2	13%	12%
17	Cc1cc(C)nc(N2CCC(C(=O)Nc3ccc(Oc4ccccc4)cc3)CC2)n1	-5%	-1%	-4%	29%	1%	7%[59 µM]	7	-6%	-21%
18	CC(=O)Nc1ccc(NC(=O)Cn2cnc(S(=O)(=O)N3CCOCC3)c2)cc1	3%	-16%	-2%	11%	-6%	45%	-5	-15%	-11%
19	COC(=O)C(F)(Sc1c(C)n(C)n(-c2ccccc2)c1=O)C(F)(F)F (stereo unspecified)	3%	0%	.	17%	-7%	-2%[12.7 µM]	4	.	-10%
20	CCn1c(=O)cc(C(F)(F)F)[nH]c1=S	21%	-13%	-2%	31%	-13%	25µM*	1	9%	-21%
21	C=CCOc1ccc(/C=C/C(=O)OCC(=O)N(C)CC(=O)Nc2ccccc2Cl)cc1	-1%	2%	3%	41%[activator]	17%	-4%	-3	-2%	-18%
22	CCOc1ccc(CCNC(=O)COC(=O)CSc2ccccc2C)cc1OCC	0%	-23%	4%	42%[activator]	5%	2%[12.7 µM]	-6	1%	-8%
23	O=C1C=C(c2ccc(Oc3ccccc3)cc2)C[C@@H](c2ccc3c(c2)OCO3)C1	-1%	-3%	9%	16%	7%	0%[0.501 µM]	-2	-8%	-20%
24	COc1ccc(CNC(=O)c2sccc2-c2ccccc2)cc1OC	4%	-22%	4%	45%[activator]	1%	?	5	4%	-14%
25	Cc1cc(=O)n(CC(=O)N2CCN(c3ccccc3F)CC2)c2c1c(C)nn2C	-9%	-8%	-7%	-4%	-8%	10%[59 µM]	2	2%	-27%
26	C[C@H]1CN(S(=O)C(C)(C)C)[C@@H](CCO)/C1=C\c1ccccc1 (stereo partly specified)	7%	.	-4%	10%	-2%	.	2	-2%	-18%
27	CCCCn1c(NCc2ccccc2O)nc2ccccc21	22%	-1%	-5%	30%	3%	-19%[59 µM]	-1	-6%	-4%
28	COP(=O)(OC)C(Nc1cc(Cl)cc(Cl)c1)c1cccc(O)c1 (stereo unspecified)	19%	-10%	-9%	17%	-9%	.	-4	-7%	-23%
29	O=C(Cn1cccc1C(=O)c1ccccc1)NCCC1=CCCCC1	-14%	-20%	-10%	44%[activator]	1%	5%[59 µM]	-1	4%	-15%[57.1 µM]
30	CCc1ccc(CN(C)Cc2nc(COc3ccccc3)no2)nc1	-12%	-12%	-1%	33%	11%	8%	-6	-1%	-14%

(list continues)
no.	SMILES	GLS inh	BAZ2B inh	PGK inhibitor	HP1b binding inh	Pin1 inh	G9a block	PI4K2A block	ERG-DNA inh	JMJD2A Tudor
31	COc1ccccc1C/C(N)=N/OC(=O)COc1ccc2ccccc2c1	0%	46%[activator]	.	194%[activator]	4%	45%[activator]	0	.	83%[activator]
32	O=P(O)(C(O)c1ccccc1)C(O)c1ccccc1 (stereo unspecified)	2%	4%	-1%	62%[activator]	-1%	12%[2.33 µM]	-3	-2%	-9%
33	Cc1cc(=O)oc2cc(OCC(=O)N3CC(C)OC(C)C3)ccc12 (stereo unspecified)	-4%	0%	-5%	23%	0%	4%	6	0%	-14%
34	CCOC(=O)C1=C(C)N(c2ccc(OC)cc2)C(=O)/C1=C\c1ccc(O)c(OCC)c1	-2%	50µM*	-12%	?	9%	?	-3	20%	14µM*
35	O=C(Nc1ccccc1Cl)N(Cc1nc2ccccc2c(=O)[nH]1)Cc1cccs1	10%	-5%	-7%	29%	8%	17%[59 µM]	-4	3%	-15%
36	O=C(O)c1csc(-c2ccccc2)n1	-2%	-23%	11%	19%	-3%	?	-1	1%	0%[11.4 µM]
37	Cc1cc(C)c(S(C)(=O)=O)c(N(C)NC(=O)c2c(F)cccc2F)n1	24%	-8%	-4%	18%	-2%	16%	5	-4%	-9%
38	COc1ccc(S(=O)(=O)NCCCCC(=O)O)cc1C(=O)O	7%	-19%	5%	24%	?	-39%	2	5%	-5%
39	O/N=C1\CCCc2c1nc(-c1ccccc1F)n2O	?	50µM*	1%	-2%	-10%	22µM*	-2	-2%	32µM*
40	Cc1oc2cc(OCc3cnn(-c4ccccc4)c3)ccc2c(=O)c1Oc1ccccc1F	-4%	11%	-2%	38%	-2%	13%[59 µM]	2	-4%	-9%

Seven of the entries above in order of the HP1b binding inh value, highest first:
| No. | Molecule | HP1b binding inh |
| --- | --- | --- |
| 40 | Cc1oc2cc(OCc3cnn(-c4ccccc4)c3)ccc2c(=O)c1Oc1ccccc1F | 38% |
| 35 | O=C(Nc1ccccc1Cl)N(Cc1nc2ccccc2c(=O)[nH]1)Cc1cccs1 | 29% |
| 38 | COc1ccc(S(=O)(=O)NCCCCC(=O)O)cc1C(=O)O | 24% |
| 33 | Cc1cc(=O)oc2cc(OCC(=O)N3CC(C)OC(C)C3)ccc12 (stereo unspecified) | 23% |
| 36 | O=C(O)c1csc(-c2ccccc2)n1 | 19% |
| 37 | Cc1cc(C)c(S(C)(=O)=O)c(N(C)NC(=O)c2c(F)cccc2F)n1 | 18% |
| 39 | O/N=C1\CCCc2c1nc(-c1ccccc1F)n2O | -2% |

Copied from the list.
Pin1 inh with #37 is entered as -2%
Pin1 inh with #32 is entered as -1%
JMJD2A Tudor with #36 is entered as 0%[11.4 µM]
GLS inh with #40 is entered as -4%
PGK inhibitor with #33 is entered as -5%
GLS inh with #34 is entered as -2%
PGK inhibitor with #39 is entered as 1%

BAZ2B inh, hit marks shown above
no.	SMILES	GLS inh	BAZ2B inh	PGK inhibitor	HP1b binding inh	Pin1 inh	G9a block	PI4K2A block	ERG-DNA inh	JMJD2A Tudor
34	CCOC(=O)C1=C(C)N(c2ccc(OC)cc2)C(=O)/C1=C\c1ccc(O)c(OCC)c1	-2%	50µM*	-12%	?	9%	?	-3	20%	14µM*
39	O/N=C1\CCCc2c1nc(-c1ccccc1F)n2O	?	50µM*	1%	-2%	-10%	22µM*	-2	-2%	32µM*

Bioassay records as filed in PubChem BioAssay.
